Scp1 inh: Scp-1 phosphatase inhibitors, primary screen, biochemical, colorimetric, uHTS; Recombinant Scp1, phosphopeptide, malachite green phosphate absorbance; inhibition, % at 20 µM; 0.88% of 340,000 active; Carboxy-terminal domain RNA polymerase II polypeptide A small phosphatase 1 (Homo …;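 active means inhibition above about 50% at 20 µM, limit read from the data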;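 further: plate controls were DMSO wells with enzyme for no effect and wells lacking enzyme for full effect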
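System: SCP-1 catalytic domain; Reagent: Phospho 17-mer peptide substrate; Doses: one concentration, 20 µM, with 1.0% DMSO; Incubation: 45 min room-temperature reaction, 5 min colour, 30 min stabiliser; Signal: Phosphate-binding colour reagent, absorbance read at 630 nm.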
Tb MetRS inh: T. brucei MetRS inhibitors, primary screen, biochemical, luminescence. purified T. brucei MetRS, ATP depletion, Kinase-Glo luminescence. inhibition, % at 11.9 µM. 0.4% of 360,000 active;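 active means inhibition above a per-plate cutoff of the control wells' mean inhibition plus 3 SD, cut at about 5.5% in these data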;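 further: 0% = DMSO wells median and 100% = median of wells with control inhibitor compound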
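Assay system: T. brucei methionyl-tRNA synthetase, purified | Medium: HEPES buffer with MgCl2, KCl, DTT, spermine, BSA, pyrophosphatase | Compound: 11.9 µM single point | Incubation: 15 min enzyme-compound preincubation, 2 h reaction, 10 min detection, 25 °C | Measured by: Kinase-Glo luciferase luminescence reporting remaining unconsumed ATP | Measure: % inhibition normalized to control-well medians | Replication: Singlicate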
SUMO1-SIM PPI: modulators of SUMO1 protein-protein interactions, primary screen, biochemical, uHTS | SUMO1 binding to a labelled peptide, TR-FRET, 1 h | Small ubiquitin-related modifier 1 (Homo sapiens), P63165 | 0.33% of 360,000 active | inhibition, % at 20 µM; in the data active means inhibition above about 37%
Target sequence (P63165 whole entry, looked up): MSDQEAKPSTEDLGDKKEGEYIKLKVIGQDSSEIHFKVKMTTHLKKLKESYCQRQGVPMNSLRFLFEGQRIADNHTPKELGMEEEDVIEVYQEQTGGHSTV
DNMT1 block: human DNMT1 methyltransferase inhibitors, primary screen, biochemical, molecular beacon, fluorescence, HinP1I cleavage, uHTS; DNA (cytosine-5)-methyltransferase 1 (Homo sapiens), P26358; inhibition (reported as % activation of signal), % at 10 µM; 0.83% of 360,000 active; AID 588458, 2011; in the data active means inhibition above about 50%
Rpn11 block: Rpn11 (PSMD14) deubiquitinase inhibitors, primary screen, biochemical, fluorescence polarization, uHTS; 26S proteasome non-ATPase regulatory subunit 14 (Homo sapiens), O00487; human 26S proteasome, Ub4-pepOG fluorescence polarization; 20S core pre-blocked with epoxomicin; calls only at 20 µM; 0.59% of 360,000 active; AID 588493, 2011;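 active means inhibition at 20 µM, scaled to each plate's controls, above about 33%, limit read from the data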
Target sequence (O00487 whole entry, looked up): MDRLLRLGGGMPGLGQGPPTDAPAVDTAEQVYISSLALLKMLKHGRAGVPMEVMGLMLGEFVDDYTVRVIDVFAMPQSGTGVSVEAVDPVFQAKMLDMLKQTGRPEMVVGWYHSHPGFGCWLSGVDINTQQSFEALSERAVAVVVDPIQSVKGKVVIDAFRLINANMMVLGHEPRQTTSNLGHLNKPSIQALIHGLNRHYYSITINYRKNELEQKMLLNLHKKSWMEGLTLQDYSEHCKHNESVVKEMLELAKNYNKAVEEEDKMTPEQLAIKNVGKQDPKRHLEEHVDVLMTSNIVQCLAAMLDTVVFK
MLLE-PAM2 inh: inhibitors of PABP1 MLLE–PAM2 peptide binding, primary screen, biochemical, fluorescence polarization, FITC-PAM2, GST-MLLE. Polyadenylate-binding protein 1 (Homo sapiens), P11940. inhibition, % at 20 µM. 0.36% of 360,000 active; in the data active means inhibition above about 35%, passing the limit was not always enough;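 further: plate controls were DMSO wells with GST-MLLE for no effect and wells lacking GST-MLLE protein for full effect; some results filed as inactive read as strong as hits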
Target sequence (P11940 whole entry, looked up): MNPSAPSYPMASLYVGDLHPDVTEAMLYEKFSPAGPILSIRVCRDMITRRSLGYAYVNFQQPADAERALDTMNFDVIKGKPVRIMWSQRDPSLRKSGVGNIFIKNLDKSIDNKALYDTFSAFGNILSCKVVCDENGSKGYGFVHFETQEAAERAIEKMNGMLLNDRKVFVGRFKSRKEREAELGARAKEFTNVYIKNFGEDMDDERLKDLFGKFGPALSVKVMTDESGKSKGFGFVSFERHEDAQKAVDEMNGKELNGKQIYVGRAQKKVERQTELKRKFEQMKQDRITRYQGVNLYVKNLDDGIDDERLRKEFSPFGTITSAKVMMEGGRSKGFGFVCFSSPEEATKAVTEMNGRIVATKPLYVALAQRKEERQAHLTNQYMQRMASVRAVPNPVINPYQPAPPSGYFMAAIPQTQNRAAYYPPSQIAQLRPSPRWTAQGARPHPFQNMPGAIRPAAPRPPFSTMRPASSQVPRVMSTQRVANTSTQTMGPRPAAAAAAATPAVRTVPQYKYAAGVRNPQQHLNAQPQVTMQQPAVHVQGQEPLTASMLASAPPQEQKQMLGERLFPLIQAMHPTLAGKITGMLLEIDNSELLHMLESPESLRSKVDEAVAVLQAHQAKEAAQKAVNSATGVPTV
STEP inh: STEP phosphatase inhibitors, primary screen, biochemical, fluorescence intensity, uHTS; Tyrosine-protein phosphatase non-receptor type 5 (Homo sapiens), P54829; recombinant STEP, OMFP fluorogenic substrate; inhibition, % at 20 µM; 0.25% of 360,000 active; AID 588621, 2011;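 active means inhibition at 20 µM, scaled per plate between control wells, above about 37%, limit read from the data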;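 further: 0% = DMSO with enzyme and substrate and 100% = substrate only without enzyme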
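Test system: STEP tyrosine phosphatase / Reagent: OMFP at 25 µM / Doses: 20 µM, 1% DMSO / Read-out: percent inhibition scaled to no-enzyme and uninhibited-enzyme controls, plate-pattern corrected / Detection: FITC-channel fluorescence of OMFP product / Medium: Bis-Tris buffer pH 6.0, 2.5 mM DTT, 0.005% Tween 20 / Schedule: 20 min at room temperature, dark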
NadD inh: inhibitors of S. aureus NadD, primary screen, biochemical, colorimetric, uHTS; purified NadD enzyme, colorimetric absorbance read-out; inhibition, % at 20 µM; 0.78% of 360,000 active; in the data active means inhibition above about 26%; further: some compounds past the cut are filed as inactive
LMPTP inh: LMPTP phosphatase inhibitors, primary screen, biochemical, fluorescence intensity, uHTS; 0.22% of 360,000 active; inhibition, % at 20 µM; Low molecular weight phosphotyrosine protein phosphatase (Homo sapiens), P24666; recombinant LMPTP-A, OMFP fluorogenic substrate;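 active means compounds that cut the enzyme signal by at least half of the control window in the single-dose screen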;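 further: plate controls were DMSO wells with enzyme plus substrate for no effect and substrate without enzyme for full effect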
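Assay system: LMPTP-A enzyme. Input: 0.625 nM LMPTP-A final. Probe or stimulus: 400 µM OMFP. Compound dosing: single 20 µM dose. Schedule: 50 min dark incubation at room temperature. Detection: fluorescence intensity of OMFP turnover product. Read-out: percent inhibition versus substrate-only and uninhibited controls. Benchmarks: no-enzyme low control, uninhibited high control.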
CSN inh: inhibitors of CSN-mediated cullin deneddylation, primary screen, biochemical, fluorescence polarization, uHTS. COP9 signalosome complex subunit 5 (Homo sapiens), Q92905. Purified CSN, SCF-Nedd8-OG deneddylation. inhibition, % at 12.5 µM. 0.38% of 360,000 active;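 active means pattern-corrected inhibition above about 35%, with an unprinted fluorescence ratio check between 0.5 and 1.5, limit read from the data, passing the limit was not always enough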;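 further: 0% = enzyme with substrate and 100% = substrate without enzyme; some results filed as inactive read as strong as hits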
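Material: human Csn5 produced in HEK293T cells; Input: enzyme 0.24 nM; Reagent: SCFSkp2-Nedd8OG substrate at 10 nM final; Dosing: 12.5 µM compound; Incubation: 90 min reaction at room temperature; Detection: fluorescence polarization of the substrate; Evaluation: % inhibition of substrate cleavage by Csn5; Control set: substrate-only high control, full reaction low control.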
* marks the source's active call; other numbers are inactive results; i = inactive; · = no result given; + = active, no number.

SMILES	Scp1 inh	Tb MetRS inh	SUMO1-SIM PPI	DNMT1 block	Rpn11 block	MLLE-PAM2 inh	STEP inh	NadD inh	LMPTP inh	CSN inh
Cc1nnc(SCC(=O)N(CC(C)C)C2CCS(=O)(=O)C2)s1 (stereo not drawn)	-6	-0.2	-1	2	i	-11	0	-4	-1.1	-5
O=C(/C=C/c1cccc([N+](=O)[O-])c1)c1ccc2c(c1)OCCO2	1	-0.2	-9	2	i	-7	2	-7	-0.6	7
NS(=O)(=O)c1ccc(NC(=S)Nc2ccc(Br)c(Cl)c2)cc1	-8	1.1	0	-3	i	33	2	-6	0.6	5
N#Cc1cn(Cc2cccc(Cl)c2)c2ccccc12	-4	-0.2	-5	-9	i	-2	4	-10	1.4	1
CN(C(=O)c1cncc(Br)c1)C1C2CC3CC(C2)CC1C3 (stereo not drawn)	-10	-0.1	-1	0	i	5	3	0	2.8	1
O=C(Nc1ccccc1)Nc1ccc(S(=O)(=O)N2CCCCC2)cc1	-11	7.8*	4	-8	i	6	-1	1	2.4	-3
CCOC(=O)C1=C(C)N=C2SCCC(=O)N2C1c1cc(Br)ccc1OC (stereo not drawn)	-4	-0.3	-7	-1	i	-90	-1	11	-0.3	0
Cc1ccc(C(=O)Nc2sc3c(c2C(=O)O)CCCCC3)o1	-5	-1.3	4	0	i	31	-1	0	-3.3	-2
C/C(CC(=O)Nc1ccc(N(C)C)cc1)=N\NC(=O)c1ccccn1	-2	-1.1	8	-31	i	11	1	14	-0.6	-6
COC(=O)C(CCSC)NC(=O)c1cc2c(n(-c3ccccc3)c1=O)CCCC2=O (stereo not drawn)	-2	-0.6	-2	-1	i	-9	-4	-4	-1.5	-4
N#CC1=C(c2ccc(-c3ccccc3)cc2)COC1=O	1	0.0	-6	-6	+	-42	8	25	0.2	16
CC(c1nnc(SCC(=O)Nc2ccc3[nH]c(=O)[nH]c3c2)n1Cc1ccccc1)N(C)C (stereo not drawn)	-12	-1.4	7	0	i	-7	24	-3	-1.4	4
CN(Cc1ccccc1)C(=S)Nc1cccnc1	-5	2.3	1	2	i	-33	-1	-3	-0.5	-1
Nc1ncnc2c1ncn2[C@@H]1O[C@H](C(=O)N2CCN(c3ccc(Cl)cn3)CC2)[C@@H](O)[C@H]1O	·	-0.3	-3	6	i	-5	2	0	0.2	3
O=C(N/N=C/c1ccc(Cl)cc1)c1cc(-c2cccnc2)nc2ccccc12	2	0.2	2	2	i	-6	4	1	1.6	-9
COC(=O)CN(c1cccc(C)c1)S(=O)(=O)c1ccccc1	-8	-0.2	2	1	i	-3	-2	2	-0.8	-1
C=C1CCN([C@H](C(=O)NCc2ccc(Cl)cc2)C(C)C)S(=O)(=O)c2ccccc21	-10	-0.1	1	4	i	8	-1	-2	0.8	3
Cc1cc(C)c(NC(=O)COC(=O)C23CC4CC(CC(O)(C4)C2)C3)c(Cl)c1	-10	0.3	0	0	i	-9	-1	-3	-1.3	0
Nc1ccc(C(=O)NCCCSc2ccccc2)cc1[N+](=O)[O-]	-6	1.5	-31	-3	i	1	4	-5	3.1	10
CC(C)(C)c1ccc(C(=O)NNc2ccc(F)cc2F)cc1	-11	0.0	0	4	i	11	0	-3	0.7	6
CCOC(=O)C(=NC(C)C)NNc1cc(Cl)ccc1Cl	-4	-0.8	2	7	i	-2	0	3	3.2	7
COc1ccc(NC(=O)CSCC(=O)Nc2ccccc2C(=O)N2CCCCC2)cc1	-5	-0.4	2	1	i	6	1	-4	-0.7	0
CC(C)n1c(/N=C/c2ccccc2O)nc2ccccc21	-1	0.8	1	3	i	3	1	-2	1.8	2
CC(/C=N/NC(=O)c1ccc2nc(C)[nH]c2c1)=C\c1ccccc1	-5	-0.8	-3	-3	i	-4	-1	-1	-2.6	-14
O=C(Cc1cccc(C(F)(F)F)c1)Nc1cc(S(=O)(=O)N2CCOCC2)ccc1N1CCCC1	-8	-0.2	3	0	i	-3	0	-2	-0.2	0
COCCNC(=O)C1CCN(S(=O)(=O)c2ccc3c(c2)OCCO3)CC1	-1	0.0	-1	1	i	-2	0	-3	-1.5	-1
CC(=O)n1cc([C@H]2C=C(C(=O)NCc3ccccc3)O[C@@H](OCCCCO)C2)c2ccccc21	-10	-0.2	-6	-10	i	-15	0	6	2.1	4
CC1(Oc2ccccc2)CCN(Cc2ccc(-c3ccccn3)cc2)C1 (stereo not drawn)	·	-0.2	-2	5	i	-10	0	-5	1.3	-6
Cc1c(Br)c([N+](=O)[O-])nn1CC(=O)NCCc1ccc(Cl)cc1	0	-0.6	43*	-2	i	-6	0	-2	1.0	-1
COc1cccc(CNC(=O)[C@@H]2CCCN2C(=O)[C@H]2CCCCN2C(=O)c2ccccc2)c1	·	0.6	-2	·	·	·	·	0	-1.8	-5
NS(=O)(=O)c1cccc(NC(=O)Nc2ccccc2)c1	-10	4.5	2	0	i	19	-2	-1	-0.8	1
CCOC(=O)/C(=C\c1cccc(O)c1)c1nc2sc(C)c(C)c2c(=O)[nH]1	4	-0.8	-1	-8	i	6	85*	2	6.5	-1
CCC1Nc2ccccc2-c2nnc(SC)nc2O1 (stereo not drawn)	-6	-0.7	-11	1	i	1	-6	-4	0.7	8
CC(=O)N(C)c1nc(N)n(-c2ccccc2)n1	1	-0.3	-2	10	i	-3	0	3	-0.8	2
O=C(NCC1CCCO1)Nc1ccccc1 (stereo not drawn)	-12	-0.2	-1	0	i	-2	0	-1	-1.7	-5
O=C(CSc1ccc(-c2cccs2)nn1)NCCc1ccccc1	6	0.6	-2	1	i	8	-3	-7	-0.7	1
CCOc1ccccc1NC(=O)CSc1nc2nc(-c3cccs3)cc(C(F)(F)F)c2c(=O)[nH]1	2	-1.2	8	4	i	-8	3	13	4.2	4
O=C(CCn1nc(-c2ccc(Cl)cc2)c2ccccc2c1=O)Nc1cccnc1	-7	0.7	-3	1	i	4	10	2	0.7	-1
CS(=O)(=O)N1CCCC(C(=O)NCc2ccc(F)cc2)C1 (stereo not drawn)	1	-0.6	-2	8	i	1	3	-1	-1.3	-2
COc1ccc(OC)c2sc(N(CCN(C)C)C(=O)c3ccc4ccccc4c3)nc12	11	0.4	-4	-5	i	-2	-1	-2	-1.2	-1

Three compounds from above, arranged by their value in LMPTP inh, lowest first.
Compound | LMPTP inh
O=C(CCn1nc(-c2ccc(Cl)cc2)c2ccccc2c1=O)Nc1cccnc1 | 0.7
CC1(Oc2ccccc2)CCN(Cc2ccc(-c3ccccn3)cc2)C1 (stereo not drawn) | 1.3
CCOc1ccccc1NC(=O)CSc1nc2nc(-c3cccs3)cc(C(F)(F)F)c2c(=O)[nH]1 | 4.2

Further structures.
SMILES	Scp1 inh	Tb MetRS inh	SUMO1-SIM PPI	DNMT1 block	Rpn11 block	MLLE-PAM2 inh	STEP inh	NadD inh	LMPTP inh	CSN inh
Cc1c(NC(=S)N/C(=N/S(=O)(=O)c2ccccc2)c2ccccc2)c(=O)n(-c2ccccc2)n1C	-7	0.1	-3	0	i	32	0	1	-2.4	0
O=C(NNS(=O)(=O)c1ccccc1)c1cccc([N+](=O)[O-])c1	-7	-0.1	-19	1	i	-31	0	-3	-2.8	-1
COc1cc(OC)cc(C(=O)N[C@H](C(=O)OCC(=O)c2c[nH]c3ccccc23)C(C)C)c1	2	0.7	-2	-5	i	-4	-2	-3	0.7	-2
Cc1ccc(NC2CCCN(C(=O)c3cn(C)c4ccccc34)C2)cc1C (stereo not drawn)	-2	-0.2	7	-2	i	5	1	1	0.8	-8
CC(C)CN(C(=O)COC(=O)c1nc(Cl)ccc1Cl)C1CCS(=O)(=O)C1 (stereo not drawn)	-4	-0.2	-1	-2	i	-22	1	-1	-1.5	-4
Cc1cc(N(C)C)c(C#N)c(N2CCCCC2)n1	-8	-0.6	3	3	i	6	4	3	0.3	-1
COc1ccc(C(=O)Nc2ccncc2)c(OC)c1	-5	-0.6	0	2	i	-8	1	-1	-1.4	-2
COc1cc(/C=C2\SC(=S)N(NC(=O)c3ccc(O)c(OC)c3)C2=O)ccc1O	-13	0.4	1	-3	·	-132	-2	2	3.2	64*
Nc1ccc(C23CC4CC(CC(O)(C4)C2)C3)cc1	0	-1.3	0	-6	i	-2	-4	-3	-1.0	-8

Five entries already listed, sorted by heavy-atom count, low to high:
SMILES	Scp1 inh	Tb MetRS inh	SUMO1-SIM PPI	DNMT1 block	Rpn11 block	MLLE-PAM2 inh	STEP inh	NadD inh	LMPTP inh	CSN inh
CC(=O)N(C)c1nc(N)n(-c2ccccc2)n1	1	-0.3	-2	10	i	-3	0	3	-0.8	2
CS(=O)(=O)N1CCCC(C(=O)NCc2ccc(F)cc2)C1 (stereo not drawn)	1	-0.6	-2	8	i	1	3	-1	-1.3	-2
CC(C)(C)c1ccc(C(=O)NNc2ccc(F)cc2F)cc1	-11	0.0	0	4	i	11	0	-3	0.7	6
COc1ccc(NC(=O)CSCC(=O)Nc2ccccc2C(=O)N2CCCCC2)cc1	-5	-0.4	2	1	i	6	1	-4	-0.7	0
O=C(Cc1cccc(C(F)(F)F)c1)Nc1cc(S(=O)(=O)N2CCOCC2)ccc1N1CCCC1	-8	-0.2	3	0	i	-3	0	-2	-0.2	0
